# Screening results as filed in PubChem BioAssay.
# ABCB6 inh MLPCN: blocks the human ABCB6 transporter; Q9NP58; K562-ABCB6 porphyrin accumulation, flow cytometry, 1 h; hits give low values; fluorescence ratio to DMSO, % at 10 µM; 0.19% of 360,000 active;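 active = fluorescence ratio to DMSO below 75%, the collection mean minus 3 SD; inconclusive = too few cells collected in the well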;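 note: signal is porphyrin accumulated inside mitochondria; 100% equals median channel fluorescence of DMSO control wells; lower ratio means ABCB6 inhibition with less porphyrin fluorescence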
# MC4R ag barr: agonists of human melanocortin 4 receptor (MC4R) beta-arrestin; P32245; U2OS MC4R beta-arrestin complementation, luminescence; percent of melanotan II response, DMSO zero; activation, % at 8.9 µM; 0.98% of 360,000 active; AID 540308;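 active = activation above a per-plate cutoff, the mean activation of sample wells on that plate plus 3 SD, cut at about 8% in these data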
# Target sequence (P32245 whole entry, looked up): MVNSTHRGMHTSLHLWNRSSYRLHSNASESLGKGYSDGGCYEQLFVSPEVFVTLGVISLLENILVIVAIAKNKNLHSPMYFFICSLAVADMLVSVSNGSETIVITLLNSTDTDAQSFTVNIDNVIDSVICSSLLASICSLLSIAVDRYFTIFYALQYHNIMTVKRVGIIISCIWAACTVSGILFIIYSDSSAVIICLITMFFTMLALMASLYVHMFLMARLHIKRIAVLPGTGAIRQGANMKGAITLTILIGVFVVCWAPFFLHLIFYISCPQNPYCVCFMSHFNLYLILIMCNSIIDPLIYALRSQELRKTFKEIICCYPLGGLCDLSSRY
# HTR2A ag: activates the mouse 5-HT2A serotonin receptor. AID 624169. 0.66% of 360,000 active. activation, % at 7.6 µM. CHO-K1 mHTR2A beta-arrestin complementation, luminescence; percent of 30 µM serotonin response. P35363;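 active = activation above a run cutoff, the mean activation of all tested compounds plus 3 SD, cut at about 14% in these data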;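 note: 0% = plate median of compound wells and 100% = 30 µM serotonin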
# Target sequence (P35363 whole entry, looked up): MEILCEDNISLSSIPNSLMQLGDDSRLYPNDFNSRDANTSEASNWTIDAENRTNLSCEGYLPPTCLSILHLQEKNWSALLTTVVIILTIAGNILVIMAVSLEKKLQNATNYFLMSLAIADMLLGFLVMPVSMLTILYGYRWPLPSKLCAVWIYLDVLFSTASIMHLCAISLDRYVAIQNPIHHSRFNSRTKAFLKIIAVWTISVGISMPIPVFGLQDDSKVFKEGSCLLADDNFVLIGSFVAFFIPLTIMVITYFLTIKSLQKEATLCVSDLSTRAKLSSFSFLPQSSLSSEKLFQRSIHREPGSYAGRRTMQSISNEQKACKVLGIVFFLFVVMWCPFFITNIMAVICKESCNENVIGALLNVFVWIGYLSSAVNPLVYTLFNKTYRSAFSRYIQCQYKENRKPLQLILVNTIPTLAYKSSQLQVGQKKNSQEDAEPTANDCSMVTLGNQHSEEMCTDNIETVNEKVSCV
# Granule exo inh: blocks lytic granule exocytosis; 0.66% of 360,000 active; inhibition, % at 10 µM; TALL-104 LAMP-1 surface exposure, flow cytometry; cells stimulated with thapsigargin and PMA; AID 651702;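 active = inhibition above about 55%, limit read from the data; inconclusive = no clear call, values can overlap the other calls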
# Glyco luc inh: blocks N-linked glycosylation in D54 reporter cells; D54 ERlucT glycosylation luciferase reporter, 24 h; percent of 100 nM tunicamycin response; reporter increase, % at 12.5 µM; 0.23% of 360,000 active; AID 588692;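 active = mean luciferase reporter signal, scaled so untreated is 0 and the glycosylation-blocking control 100, at or above a set limit in every replicate; inconclusive = mean reaches the limit but not every replicate does; inactive = mean below the limit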;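 note: luciferase carries N-glycosylation sites so blocking glycosylation raises the light; 0% = median of neutral control wells and 100% = median of 100 nM tunicamycin wells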
# MC4R antagonist: antagonists of human melanocortin 4 receptor (MC4R); inhibition, % at 6.5 µM; MC4R-expressing cells, MTII-stimulated cAMP, LANCE TR-FRET; P32245; 0.48% of 360,000 active;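 active = inhibition above its plate's cutoff, the mean of tested wells on that plate plus 3 SD, cut at about 29% in these data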;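 note: 0% = Melanotan II alone and 100% = Melanotan II plus saturating MCL0020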
#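 Assay system: U2OS cells stably expressing human melanocortin 4 receptor (MC4R) / Dosing: 6.5 µM / Timing: compound 30 min, challenge 1 h, detection 1 h / Measured by: Eu-cAMP/anti-cAMP TR-FRET, emission 671 nm / Replicates: singlicate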
# CaV13 ICDI inh: Disruptors of the CACNA1D IQ motif to Ca2+-dependent inactivation inhibitor domain association, primary screening, Förster resonance energy transfer in intact living … | inhibition, % at 12.3 µM | 0.098% of 340,000 active | HEK cells, CFP/YFP FRET ICDI-IQ, plate reader, 10 min; percent FRET-ratio fall versus neutral wells | AID 743397;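 active = mean replicate inhibition of at least 30% and at least 1% of replicates passing that level; inconclusive = only one of the two criteria is met; inactive = neither criterion is met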;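 note: 0% = median of the neutral control wells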
# Cardio protect: protects H9c2 cardiomyocytes from peroxide injury | H2O2 injury protection, ATPLite, 2 h | protection from H2O2 cell death, % at 20 µM | 0.63% of 360,000 active;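 active = compounds giving at least 50% protection of heart cells from peroxide-induced death in the single-dose screen, raw or plate-pattern-corrected value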;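 note: 0% = DMSO wells with peroxide and 100% = DMSO wells without peroxide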
# ABHD5-PLIN5 inh: blocks binding of human ABHD5 to perilipin-5 | inhibition, % at 4 µM | 0.78% of 360,000 active | Q00G26+Q8WTS1 | AID 602281 | Split G. princeps luciferase complementation, luminescence, 4 h;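 active = inhibition above the mean inhibition across every tested compound plus 3 SD, cut at about 22% in these data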;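 note: 0% = DMSO only wells and the 100% control is not disclosed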
# PDI inh: inhibitors of human protein disulfide isomerase; P07237; PDI insulin aggregation turbidity, A650, 90 min; inhibition, % at 10 µM; 0.052% of 350,000 active; AID 588391;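 active = mean inhibition across replicates of 30% or more, whatever share of single replicates reach that level; inconclusive = mean inhibition below 30% while every single replicate reaches 30%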;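 note: absorbance from insulin aggregation driven by PDI reduction with DTT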
# The depositor's hits bear a star; ? = inconclusive; . = no result given.
Compound	ABCB6 inh MLPCN	MC4R ag barr	HTR2A ag	Granule exo inh	Glyco luc inh	MC4R antagonist	CaV13 ICDI inh	Cardio protect	ABHD5-PLIN5 inh	PDI inh
Cc1ccnc(NC(=O)c2ccc3c(c2)C(=O)N(CC(C)C)C3=O)c1	97	0.1	-3	1	4	-7	.	-11	6	4
O=C1CSC(c2ccccc2)N1Nc1nc(N2CCOCC2)nc(N2CCOCC2)n1 (centres undefined)	98	2.0	2	4	4	7	-2	0	1	-1
COc1ccccc1NC(=O)CN1CCN(CC(=O)Nc2ccc(OCc3ccccc3)cc2)CC1	98	-1.4	4	2	-1	-3	0	-15	7	-5
COc1cc(C(C)=O)ccc1Oc1ncccn1	93	0.7	0	-1	2	-4	-3	6	-5	-10
CCOC(=O)CN1CC23C=CC(O2)C(C(=O)Nc2ccc(C(C)=O)cc2)C3C1=O (centres undefined)	98	2.2	2	0	1	18	-18	8	-6	.
Cc1cc(=O)[nH]c(SCc2cccc3ccccc23)n1	104	-2.8	2	-6	1	1	-22	-2	4	-6
COc1ccc(-c2nn(-c3ccccc3)cc2/C=C/C(=O)NCCCn2ccnc2)cc1OC	96	-1.8	-6	0	4	5	-8	20	5	-2
COc1cccc(NC(=O)CNC(=O)c2ccc(C)o2)c1	105	-0.8	6	-4	-1	14	-19	-9	4	-4
CCCS(=O)(=O)N1CCN(C(=O)c2ccc(-c3ccccc3)cc2)CC1	96	-0.8	-2	-2	-2	6	-4	-4	0	-6
CC(C)c1ccc(NC(=O)CCN2C(=O)c3ccc([N+](=O)[O-])cc3C2=O)cc1	102	1.1	2	-8	1	7	-9	-4	-7	-2
C#CCNC(=O)C1=C[C@H](C2CCCCC2)C[C@H](OCc2ccc(CO)cc2)O1	104	-2.2	2	-6	2	6	-5	-4	-1	-4
Cc1cc(Cl)ccc1NC(=O)CN1CCC(C(O)(c2ccccc2)c2ccccc2)CC1	96	0.4	-5	20	-14	22	-9	3	2	-5
C/C(=N/O)c1c(O)c(C)c(-c2ccccc2)n(-c2ccccc2)c1=O	101	-1.4	5	0	2	-3	-4	-4	0	17
O=C(CNC(=O)c1cccc(F)c1)N/N=C/c1ccc(O)c([N+](=O)[O-])c1	102	-1.3	-4	8	-3	1	-3	11	-1	9
O=C(CCCSc1nc2ccccc2[nH]1)NC(c1ccccc1)c1ccccc1	95	-0.6	-5	8	-3	2	-5	-10	-1	-4
CCc1cccc(OCCCCNCCO)c1	91	-1.3	-3	2	0	3	-4	11	-1	-3
COc1cccc(C(=O)NNC(=O)C2CCCO2)c1 (centres undefined)	99	1.6	-3	-7	4	17	-3	2	-3	4
CCCCn1c(-c2cc(Cl)ccc2OC)n[nH]c1=S	103	0.8	0	-4	-2	-1	-6	-8	-1	-1
Cc1cccc2cc(COC(=O)c3cccs3)c(=O)[nH]c12	98	23*	-1	2	2	9	-3	0	-1	5
CCCC(C)NC(=O)/C=C/c1cccc([N+](=O)[O-])c1 (centres undefined)	102	-2.8	-6	0	-1	2	-2	4	-5	7
CCCCNS(=O)(=O)c1cc2c3c(c1)CCN3C(=O)CC2	98	0.6	9	-12	1	2	-4	2	6	14
O=c1cc(CO)occ1OCc1cccc(F)c1	93	-2.2	-1	-2	-1	10	-8	3	0	-13
O=S(=O)(c1cccc(Cn2nnc(-c3ccc(F)cc3)n2)c1)N1CCOCC1	96	-2.3	-9	-1	-3	-1	-2	-14	-2	6
CC(C)Oc1ccccc1C1Nc2ccccc2C(=O)N1c1ccc2c(c1)OCCO2 (centres undefined)	105	0.3	-3	-3	-13	3	.	-15	0	12
N#Cc1ccc(-n2nnc3ccccc3c2=O)c([N+](=O)[O-])c1	103	1.5	0	2	1	-4	-5	0	-4	5
CC(=O)COc1ccccc1OC(=O)c1ccco1	94	-2.2	-6	1	0	6	-5	0	0	9
NNC(=O)c1nnn(-c2nonc2N)c1CN1CCc2ccccc2C1	95	2.1	5	0	-1	-6	-17	6	-2	-3
COC/C=C/C1=CC2=CC(=O)C(C)(OC(=O)c3cnc4ccccc4n3)C(=O)C2=CN1CC1CC1 (centres undefined)	99	0.0	3	0	-1	5	.	8	4	-5
CC1CCCC(NCC(O)COC(c2ccc(F)cc2)c2ccc(F)cc2)C1C (centres undefined)	98	18*	-1	28	-6	9	-7	-32	10	-3
O=C(CN1CCOCC1)Nc1nc(-c2ccc3c(c2)CCN3S(=O)(=O)c2ccccc2)cs1	82	-1.9	15*	-2	-4	6	.	-3	6	-5
C[C@H]1CCC(=O)N([C@H](CN=[N+]=[N-])Cc2ccccc2)CC1	100	-0.1	2	3	2	-1	-15	3	-8	1
Cc1cc(SCC(=O)OCC(=O)N(CCC#N)c2ccccc2)nc2ccccc12	102	0.0	2	0	1	16	-6	3	-4	8
CON(C)S(=O)(=O)c1cccc(C(=O)N(CC(=O)Nc2ccccc2C(F)(F)F)Cc2ccco2)c1	97	-1.8	7	0	1	14	-3	-6	2	3
CC1CCN(C(=S)NC(=O)c2ccc(F)cc2)CC1	103	-0.4	-3	-27	2	1	-18	10	-2	-3
CCOC(=O)N1CCC(N2Cc3cccc(C(=O)Nc4ccc(CC)cc4)c3C2=O)CC1	95	-0.8	2	3	-2	3	.	6	-1	10
CC(OC(=O)c1snc(C(=O)NC2CCCCC2)c1N)C(=O)NC(C)(C)C (centres undefined)	90	0.9	4	-1	-4	-1	-6	-20	6	-7
CCCCNC(=O)CN1C(=O)NC2NC(=O)NC21 (centres undefined)	100	-1.2	-3	-8	0	10	-6	6	8	1
CC(C)CC(CO)N1CCN(C(=O)c2cccc(Cl)c2)CCC1=O (centres undefined)	106	-0.1	2	15	-1	17	-6	-3	2	-4
COc1cc(OC)cc(C(=O)Nc2ccc(NC(=O)c3ccco3)c(C)c2)c1	101	2.7	3	-18	-2	20	-3	7	3	-3
O=C(O)c1cccc(S(=O)(=O)NCCC(c2ccccc2)c2ccccc2)c1	100	3.7	-5	-4	1	12	-2	-6	5	0
Cc1nc(SCC(=O)Nc2cc(C)on2)c2c(=O)n(C)c(=O)n(C)c2n1	96	-1.1	9	-1	1	1	-7	10	4	.
O=c1ccc2ccc(O[C@@H]3O[C@H](CO)[C@@H](O)[C@H](O)[C@H]3O)c(O)c2o1	102	1.8	-6	-8	1	13	-11	-2	-9	-1
CC(=NCCc1ccccc1)C1=C(O)CSC1=O	74*	2.2	2	-4	-1	3	-4	8	12	3
Cc1cc(C(F)(F)F)nn1CC(=O)Nc1cccnc1	103	-0.1	-3	-3	0	3	.	-6	-3	10
Cc1ccc(NC(=O)c2ccc(OCC3CCCO3)cc2)cc1 (centres undefined)	96	-0.3	8	-7	-4	7	-3	-3	0	4
COc1cccc(-c2cnc3c(NC=O)cc(-c4ccc(S(C)(=O)=O)cc4)cn23)c1	96	5.8	3	-12	-7	-17	-13	36	6	4
CC(OC(=O)C1=COCCO1)C(=O)Nc1ccc(Oc2ccccc2)cc1 (centres undefined)	101	-2.4	-2	-7	-6	7	-3	-17	0	8
CCn1c(O)c(C=Nc2ccccc2)n(-c2ccccc2)c1=S	86	-1.1	5	4	3	-12	.	7	-12	-7
Cc1ccc(NC(=O)NNC(=O)c2ccc3c(c2)NC(=O)C(C)(C)O3)cc1	95	-0.3	5	1	1	1	-7	4	-6	1
CCCC(=O)Nc1ccc(C(=O)N/N=C/c2cccnc2)cc1	108	0.6	-3	-2	0	-11	-5	-9	0	-10
COc1ccc(CCNc2c(C=O)c(=O)[nH]c3ccccc23)cc1OC	77	-1.4	5	-15	2	4	-21	5	-4	0
COc1cccc(NC(=O)CN2C(=O)COc3ccc(S(=O)(=O)N4CCOCC4)cc32)c1	103	0.3	-3	2	2	20	-8	-2	-4	-3
CC(Oc1cccc(Cl)c1)C(=O)Nc1ccc(S(=O)(=O)NC2=NCCCCC2)cc1 (centres undefined)	103	-0.2	8	0	-2	2	-3	-4	-8	-10
CC(=NNC(=O)COc1cccc(C)c1)c1cccnc1	98	-0.3	-1	-2	-3	10	-5	6	0	-14
Cc1ccc(C(=O)Nc2ccon2)cc1S(=O)(=O)N1CCCC1	93	1.2	2	-4	-1	5	-7	2	-1	-6
O=C(O)c1ccccc1NCCO	90	-2.2	-2	0	1	4	-5	-4	6	-2
O=c1c(-c2c(O)cc(O)c3c2O[C@H](c2ccc(O)cc2)CC3)c(-c2ccc(O)cc2)oc2cc(O)cc(O)c12	93	0.7	-7	-1	15	20	.	35	10	22
Cc1cccc(OCc2nnc(SCC(=O)N3CCN(C(=O)c4ccco4)CC3)n2C)c1C	97	1.5	1	0	2	5	-8	10	-2	4
CCN(CC(=O)Nc1ccc(NC(C)=O)cc1)Cc1c(O)ccc2cc(Br)ccc12	95	0.1	4	1	1	1	-19	1	6	12
CC1=CCC2C(=O)N(c3ccc(C(=O)N4CCCCCC4)cc3)C(=O)C2C1 (centres undefined)	85	1.2	-1	4	-3	8	0	0	1	-1

# (more compounds)
Compound	ABCB6 inh MLPCN	MC4R ag barr	HTR2A ag	Granule exo inh	Glyco luc inh	MC4R antagonist	CaV13 ICDI inh	Cardio protect	ABHD5-PLIN5 inh	PDI inh
Cc1ccc(-n2nccc2-c2nn(-c3cccc(C(F)(F)F)c3)c(=O)n(C)c2=O)cc1	101	-2.5	-3	0	3	3	2	-4	1	1
CCn1c(=O)c(C(=O)NNS(=O)(=O)c2ccc(Br)cc2)c(O)c2ccccc21	94	2.0	3	1	0	-2	-4	-11	-4	10
COc1ccc(C(=O)NCCc2nnc(SCC(=O)Nc3ccccc3)n2C)cc1	81	2.1	-3	10	1	-9	-5	-12	3	3
O=[N+]([O-])c1ccc(-c2cn3nc(-c4ccccc4)c(-c4ccccc4)nc3n2)cc1	199	2.1	4	4	-6	-5	?	0	5	-3
Cc1[nH]cnc1CSCc1ccc(F)cc1	100	3.2	0	-3	1	0	-8	2	5	-1
COc1ccccc1S(=O)(=O)Cc1ccc(C(=O)N2CCN(c3ccc(C)cc3)C(C)C2)o1 (centres undefined)	95	1.1	14	0	2	4	-6	18	-3	.
CCN(CC)CCOC(=O)C(Cc1ccco1)Cc1cccc2ccccc12 (centres undefined)	97	1.7	-3	-1	-4	8	-4	-2	3	10
CCCc1nc(NC(C)=O)c(C#N)c(-c2ccco2)c1CC	104	-0.7	3	-1	0	-5	-8	2	4	13
